# Assay outcomes deposited in PubChem BioAssay by National Center for Advancing Translational Sciences (NCATS).
# S3 lipid droplet: qHTS Assay for Lipid Storage Modulators in Drosophila S3 Cells; AID 2685, 2010; Potency in µM for hits, for the others lipid storage change, negative = inhibition, % at the top dose, mostly 46.1 µM; Drosophila S3 cells, BODIPY lipid droplet fluorescence, 18-24 h; cells fed with added oleic acid; 320,000 compounds, 0.64% hits; active means well fitted inhibition curve with a large enough effect in the signal ratio, with a control signal flat, not every such curve was filed as active; inconclusive means small, poorly fitted or top-dose-only effect, or effect the other way, or a change in a side signal; the % refers to the signal ratio
#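 Laser-scanning cytometry quantifies lipid droplet accumulation (500–530 nm total intensity; droplet/cell object ratio) in oleic acid-fed (400 uM added) Drosophila S3 cells treated with a concentration series. 20 uM Triacsin C defined 100% inhibition.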
# S3 lipid droplet cell count max: further read-out of S3 lipid droplet, marked with its call; cell number change, %; measured here: cell count max response;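 cells counted by Cell Tracker Red CMTPX staining in the red channel; peak over a dose series mostly up to 46.1 µM; percent activity relative to internal control wells on each plate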
# An asterisk follows results filed as active; i = inactive; u = inconclusive; x = no result given. On the % scale 0 is the no-effect control and ±100 the full control effect; potency means the concentration at half of the fitted maximal effect. These rows are one share of the data. The share of hits here may be higher or lower than overall.
# Order of values – S3 lipid droplet | S3 lipid droplet cell count max
CC/C(=N\NC(=O)c1ccoc1C)c1ccc(C)o1
→ u | x
O=C(CN1C(=O)/C(=C/c2cccc(Cl)c2)SC1=S)NC1C=CS(=O)(=O)C1 (stereo unspecified)
→ i | 15
Cc1ccc(-n2c(=S)sc3c(=O)n(-c4ccccc4F)c(SCC(=O)O)nc32)cc1C
→ u | x
CC(C)c1nc(N2CCOCC2)c(C#N)c2c1CCCC2
→ u | x
N#CC1=C(SCc2ccccc2)NC(=O)CC1c1ccccc1 (stereo unspecified)
→ -4% | -23
C=CCn1c(=S)[nH]c2cc(C(=O)N3CCN(c4ccccc4OC)CC3)ccc2c1=O
→ u | x
CCC/C(=N\NC(=O)c1ccccc1C)c1ccccc1
→ 15% | -18
CCOc1ccccc1OCCC(=O)Nc1ccc(F)c(Cl)c1
→ 11% | x
CCOC(=O)c1oc2c(C)c(O)ccc2c(=O)c1-c1nncn1-c1ccccc1
→ u | x
CCC(C)Sc1ccc([C@@H]2[C@@H]3C(=O)N(C)C(=O)[C@@H]3[C@]3(C(=O)OC)CCCCN23)cc1 (stereo partly specified)
→ u | x

# Reprinted from the part before: three entries, followed by the next part.
# Order of values – S3 lipid droplet | S3 lipid droplet cell count max
CCOc1ccccc1OCCC(=O)Nc1ccc(F)c(Cl)c1
→ 11% | x
CCOC(=O)c1oc2c(C)c(O)ccc2c(=O)c1-c1nncn1-c1ccccc1
→ u | x
CCC(C)Sc1ccc([C@@H]2[C@@H]3C(=O)N(C)C(=O)[C@@H]3[C@]3(C(=O)OC)CCCCN23)cc1 (stereo partly specified)
→ u | x
COc1ccc(CCNC(=O)CSc2nnc(CNC(=O)c3ccco3)o2)cc1OC
→ u | x
Cn1cc(C(=O)N/N=C/C2=C(N3CCOCC3)C(=C\c3ccccc3)/CC2)ccc1=O
→ u | x
CN(Cc1ccc(F)cc1)C(=O)CNC(=O)C1CCCCC1
→ u | x
Cc1cc(C)cc(NC(=O)C2CCN(S(C)(=O)=O)CC2)c1
→ u | x
CCN(CC)c1ccc(S(=O)(=O)N(CC)CC)cc1NC(=O)C1CCCC1
→ u | x
O=C(CCn1cncn1)N1CCN(S(=O)(=O)c2ccc(Cl)cc2)CC1
→ u | x
CC(=O)NCCCNc1ccc([N+](=O)[O-])cc1
→ 0% | x
COc1ccc(C(=O)O/N=C2\CCCc3nonc32)cc1
→ u | x
Cc1nc2cc(N)ccc2n1-c1ccccc1
→ u | x
CN(C)c1ncnc2c1NC1=C(S2)C(=NCCCC(=O)O)CC(C)(C)C1
→ u | x

# In the list so far, 2 contain a cyano group.
# Order of values – S3 lipid droplet | S3 lipid droplet cell count max
CC(C)c1nc(N2CCOCC2)c(C#N)c2c1CCCC2
→ u | x
N#CC1=C(SCc2ccccc2)NC(=O)CC1c1ccccc1 (stereo unspecified)
→ -4% | -23

# Later entries
# Order of values – S3 lipid droplet | S3 lipid droplet cell count max
CCOc1cc(/C=C/C(=O)N(CC)CC(=O)NCc2cccs2)cc(Cl)c1OC
→ u | x
CCOC(=O)N1CCN(C(=O)CN(C2CCCCC2)S(=O)(=O)c2c(C)cc(C)cc2C)CC1
→ u | x
O=C(NCCCl)C1Cc2c(ccc3ccccc23)O1 (stereo unspecified)
→ u | x
Cc1nc(N2CCOCC2)nc(N2CCCCC2C)c1[N+](=O)[O-] (stereo unspecified)
→ 0% | -13
Cc1[nH]c(C)c(S(=O)(=O)N2CCN(c3cccc(C(F)(F)F)c3)CC2)c1C(=O)N1CCCC1
→ 6% | -1
CCOC(=O)C1CCCN(C(=O)c2ccc(NS(=O)(=O)c3ccc4[nH]c(=O)[nH]c4c3)cc2)C1 (stereo unspecified)
→ u | x
CCN(CC)CCn1c2c(c(SCC(=O)Nc3ccc4c(c3)OCCO4)nc1=O)CCCC2
→ -4% | -23
Cc1ccc(CCNC(=O)C2CCC(=O)N(Cc3ccccc3F)C2)o1 (stereo unspecified)
→ u | x
O=C(CN1C(=O)COc2ccc(Cl)cc21)Nc1ccccn1
→ 16% | 14
Cc1cc(OCC(=O)NCCc2ccc(S(N)(=O)=O)cc2)c2c(C)c(C)c(=O)oc2c1
→ i | x
CCC(NS(=O)(=O)c1ccc2c(c1)Cc1cc(S(=O)(=O)NC(CC)C(=O)O)ccc1-2)C(=O)O (stereo unspecified)
→ 8% | -1
O=S(=O)(Cc1ccccc1)NCC1CCCO1 (stereo unspecified)
→ u | x
Cc1cc(C)c(C)c(S(=O)(=O)N2CCC(C(=O)Nc3ccncc3)CC2)c1C
→ u | x
COC(=O)NC1CCC(NC(=O)OC)CC1 (stereo unspecified)
→ 1% | -8
O=C(OC1CCOC1=O)c1ccc(S(=O)(=O)N2CCCCCC2)cc1 (stereo unspecified)
→ i | x
CCN(CC(=O)NCC(=O)Nc1cccc(C)c1C)Cc1ccccc1
→ i | -20
CC(=O)/C(=N\Nc1ccc(Cl)cc1Cl)Sc1cccc2cccnc12
→ u | x
CC(C)N1CCN(Cc2cccc3nonc23)CC1CCO (stereo unspecified)
→ i | 19
Cn1c(=O)cc(SCC(=O)NCCCN2CCN(c3ccccc3F)CC2)c2ccccc21
→ -5% | 1
CCc1nnc(NS(=O)(=O)c2ccc(NC(=S)Nc3ccc(F)cc3)cc2)s1
→ u | x

# Next part
SMILES	S3 lipid droplet	S3 lipid droplet cell count max
NS(=O)(=O)c1ccc(CCNS(=O)(=O)c2ccc3c(c2)NC(=O)CO3)cc1	u	x
CSCC(=O)N1CCCC(CNC(=O)c2ccc(-c3ccccc3)cc2)C1 (stereo unspecified)	i	-18
CCOP(=O)(c1ccccc1)c1nc(-c2ccccc2C)oc1N1CCCCC1 (stereo unspecified)	u	x
CN(CC(=O)NCCc1ccc(F)cc1)Cc1cccs1	u	x
CC(=O)c1ccc(OCC(O)CN2CCN(S(=O)(=O)c3c(C)c(C)cc(C)c3C)CC2)cc1 (stereo unspecified)	u	x
Cc1ccc2c(c1)N(CC(=O)NC1CCCC1)C(=O)C(C)O2 (stereo unspecified)	u	x
COc1cc(OC)c(CNC2CCCCCC2)cc1Br	1%	-6
CC1CCCN(CCC(=O)Nc2ccc(Br)cc2)C1 (stereo unspecified)	7%	-5
CC1C2NC(=O)N(Cc3ccccc3)C1(C)Oc1ccccc12 (stereo unspecified)	5%	17
CC(=O)Nc1ccc(NC(=O)COc2ccc(-c3ccccc3)cc2)cc1	u	x
CC(OC(=O)c1snc(C(=O)NC2CCCCC2)c1N)C(=O)NC(C)(C)C (stereo unspecified)	u	x
COc1ccc(/C=N/n2c(=O)[nH]c3c([nH]c4ccc(Cl)cc43)c2=O)cc1CN1CCCCC1	-14%	-15
O=C(NC1CCCC1)C1CCCN(S(=O)(=O)c2ccc(F)cc2)C1 (stereo unspecified)	i	24
CSc1ccc(Cl)c(C(=O)Nc2nccs2)c1	5%	7
Cc1ccc(NC(=O)CN(C)C(=O)c2cc3c(s2)CCCCC3)cc1	u	x
COc1ccc(-n2nc3ccccc3n2)cc1	u	x
CCc1ccccc1NC(=O)CSc1nc2[nH]c(=O)cc(O)c2s1	i	x
COC(=O)c1ccccc1N=Nc1c(C)noc1C	6%	4
Cc1ccc2nc(SCC(=O)Nc3cccc(S(=O)(=O)N(C)C)c3)[nH]c2c1	u	x
O=C(/C=C/c1ccccc1[N+](=O)[O-])NNC(=O)c1ccncc1	16%	10
CN(CC(=O)NCc1ccco1)S(=O)(=O)c1cccc2cccnc12	-6%	-6
Cc1ccc(CN2CC(C(=O)N3CCN(S(=O)(=O)c4cccc(F)c4)CC3)CC2=O)cc1 (stereo unspecified)	20%	x
Cc1cc(C)nc(SCC(=O)NCC2COc3ccccc3O2)n1 (stereo unspecified)	u	x
Nc1c2c(nn1-c1ccc(C(=O)O)cc1)CNC2	i	x
CC1=C(C)CC(C(=O)Nc2nccs2)C(C(=O)O)C1 (stereo unspecified)	14%	18

# Compound profiles (already shown). Screens in order: S3 lipid droplet, S3 lipid droplet cell count max
# Cc1nc(N2CCOCC2)nc(N2CCCCC2C)c1[N+](=O)[O-] (stereo unspecified) across the screens: 0%, -13
# Cn1cc(C(=O)N/N=C/C2=C(N3CCOCC3)C(=C\c3ccccc3)/CC2)ccc1=O across the screens: u, x

# The results go on:
SMILES	S3 lipid droplet	S3 lipid droplet cell count max
Cc1ccc(S(=O)(=O)/N=C(/c2ccc(F)cc2)N2CCOCC2)cc1	-4%	27
Cc1ccc(C)c(N(C)S(=O)(=O)c2cccc3nsnc23)c1	u	x
CC1(C)Cc2nc(Cl)c(C(N)=O)cc2CO1	u	x
O=C(Nc1cccc(Cl)c1)N(CCCN1CCOCC1)Cc1ccccc1F	u	x
Cc1ccc(-n2c(=O)[nH]c3cc(C(=O)NC4CCN(Cc5ccccc5)CC4)ccc3c2=O)cc1	u	x
Cc1ccc(S(=O)(=O)N(C)CC(=O)Nc2ccncc2)cc1	u	x
O=S(=O)(NCC(c1ccc2c(c1)OCO2)N1CCOCC1)c1ccc(Br)cc1 (stereo unspecified)	u	x
O=C(Cn1c(=O)oc2ccccc21)NCCc1ccccc1	8%	22
COc1cccc(CN2CCCC(C(=O)N3CCCCC3)C2)c1OC (stereo unspecified)	7%	10
COC(=O)c1ccc(CSc2cc(C)c3cc(C)cc(C)c3n2)o1	4%	13
COc1cc(/C=C2\SC(c3ccc(C)cc3)=NC2=O)cc(OC)c1O	19%	21
Cc1ccc(C)c(N2C(=O)c3ccc(C(=O)OCC(=O)c4c(N)n(C)c(=O)n(C)c4=O)cc3C2=O)c1	u	x
CC(=O)CCc1ccc(OCCCCN2CCC(Cc3ccccc3)CC2)cc1	u	x
Cc1nc(-c2ccc(Cl)cc2)sc1C1(C)CC(c2cccc([N+](=O)[O-])c2)=NO1 (stereo unspecified)	u	x
CCc1ccc(Nc2n[n+](-c3ccccc3)c(-c3cc(OC)c(OC)cc3Br)s2)cc1	i	3
COc1ccc(CCN2CC(C(=O)NCC(=O)Nc3ccc(F)c(F)c3)CC2=O)cc1OC (stereo unspecified)	u	x
NC(=O)CN1C(=O)C2C3c4ccccc4C(c4ccccc43)C2C1=O (stereo unspecified)	u	x
CCn1c(SCC(=O)c2ccc(C)cc2)nnc1-c1ccoc1C	i	x
O=C1CC(c2ccccc2)CC(O)=C1C=Nc1ccccc1O (stereo unspecified)	15%	-13
CC1CCCCN1Cc1c(O)ccc2c(=O)c(-c3ccc(Cl)cc3)coc12 (stereo unspecified)	4%	15
Cc1ccc(C)c(NS(=O)(=O)c2ccc(-c3coc(C)n3)cc2)c1	u	x
O=C(NCc1ccccc1Cl)C1CCC(=O)N(CC2CCCCC2)C1 (stereo unspecified)	-9%	7
CCn1cnc2sc(C(=O)Oc3ccc(Br)cc3)c(C)c2c1=O	0%	-9
CCSc1n[nH]c(=S)s1	6%	-5
O=C(N/N=C1\CCCc2ccccc21)c1ccccc1[N+](=O)[O-]	2%	-18
O=C(N/N=C/c1ccc(O)c(O)c1)C1c2ccccc2Oc2ccccc21	11%	-21
COc1ccc(N2CCN(S(=O)(=O)CCNC(=O)c3ccc4c(c3)OCO4)CC2)cc1	u	x
CC(Oc1ccc(Br)cc1)C(=O)NC1CCCCCC1 (stereo unspecified)	4%	4
CCOC(=O)C1=C(C)Nc2ccccc2S1	17%	-13
CC(C)=NNC1=NC(C)(C)Cc2ccccc21	-5%	25
CCCn1c(CCC(=O)O)ccc1-c1ccc(OC)cc1	u	x
CCCCCCCCCCCCCCCC(=O)OC(CC(=O)O)C[N+](C)(C)C (stereo unspecified)	7%	-8
CCCn1nnc(NC(=S)NC(=O)Cc2ccccc2)n1	u	x
N=c1c(C(=O)NCc2ccco2)cc2c(=O)n3ccccc3nc2n1Cc1ccc(Cl)cc1	u	x
CCOC(=O)CN1C(=O)C2(OCCCO2)c2ccccc21	23µM*	x
Cn1nc(-c2ccccc2)c2nc3ccccc3nc21	u	x
CN1CCN(CCNC(=O)Nc2ccccc2C(F)(F)F)CC1	-3%	-10
Cc1cc(C)c2c(N)c(S(=O)(=O)Cc3ccccc3)sc2n1	u	x
COc1cccc(S(=O)(=O)NCc2ccc(C(=O)Nc3ccc(Cl)cc3)cc2)c1	u	x
CCOC(=O)c1cnn(-c2nc(SC)nc3sc4c(c23)CCCC4)c1N	u	x
CC1Cc2ccccc2N1C1=CC(=O)CC(C)(C)C1 (stereo unspecified)	u	x
CN1C(=O)/C(=C/c2cc(C(C)(C)C)c(O)c(C(C)(C)C)c2)NC1=S	9%	x
CCC(CC)C(=O)c1c[nH]c(C(=O)NN)c1	u	x
CCSC(C)CC1C/C(=N/O)c2c(C)noc2C1 (stereo unspecified)	-10%	-20
COc1cc(C(=O)OCC(=O)Nc2cc(-c3cc(C)c(C)cc3C)nn2-c2ccccc2)cc(OC)c1OC	-8%	1
Nc1c(C(=O)NC2CCCC2)c2nc3ccccc3nc2n1N	u	x
O=C(Nc1nc2c(s1)CN(Cc1ccccc1)CC2)C1CCC1	u	x
Cc1c(OC(C)C(=O)NCc2ccccn2)ccc2c3c(c(=O)oc12)CCCC3 (stereo unspecified)	u	x
O=C(CN1CCC(NC(=O)c2ccccc2F)CC1)NCc1ccc(F)cc1	21µM*	-15*
Cc1ccc(C(=O)NC2CCN(C(=O)NCc3ccccc3)CC2)cc1	u	x

# As entered above.
# In S3 lipid droplet, CCCCCCCCCCCCCCCC(=O)OC(CC(=O)O)C[N+](C)(C)C (stereo unspecified) has 7%
# In S3 lipid droplet cell count max, COc1cc(OC)c(CNC2CCCCCC2)cc1Br has -6
# In S3 lipid droplet, Cn1c(=O)cc(SCC(=O)NCCCN2CCN(c3ccccc3F)CC2)c2ccccc21 has -5%
